AddAB inh: less growth of phage-infected E. coli with AddAB; inhibition, % at 11.9 µM; actives 0.29% (n = 330,000); E. coli expressing H. pylori AddAB, absorbance growth; in the data active = inhibition above about 12%;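 also: 0% = vehicle wells of infected cells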
DSG3 Ab inh: blocks pemphigus antibody binding to human desmoglein-3 | DSG3-coupled beads, scFv-anti-DSG3-GFP binding, flow cytometry; stronger effect = lower value | binding (percent of control), % at 10 µM | actives 0.48% (n = 310,000);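 active = binding more than 3 SD below its plate's average and above zero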;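 also: hits lower antibody fragment binding to DSG3; some compounds called inactive have numbers as strong as hits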
HTR5A inv ctr: HTR5A inverse agonism, opioid heterodimer counter-screen. P47898. HTR5A cell line, luminescence. inhibition, % at 9.3 µM. actives 0.083% (n = 340,000); in the data active = inhibition mostly above about 23%, no sharp cut-off; inactive = mostly below about 18%;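 also: 0% = cells with DMSO and 100% = no-cell wells with DMSO; some compounds called inactive have numbers as strong as hits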
E coli growth: bacterial growth inhibition, counter-screen for AddAB inhibitors. E. coli V3065 growth, OD600 absorbance, 18 h. inhibition, % at 11.9 µM. actives 0.27% (n = 330,000). AID 449728;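 active = inhibition above the campaign's mean inhibition across all tested compounds plus 3 SD, cut at about 9.9% in these data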;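 also: uninfected addAB+ strain grown without phage in ampicillin broth; 0% = DMSO wells and 100% = ciprofloxacin 0.95 µg/ml wells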
MOR-DOR inv ag: inverse agonist of human OPRM1-OPRD1 heterodimerization; AID 504357; P35372+P41143; actives 0.21% (n = 340,000); cell-based MOR-DOR heterodimer luminescence, inverse agonism; inhibition, % at 9.3 µM; in the data active = inhibition above about 22%, passing the limit was not always enough;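 also: 0% = cells with DMSO and 100% = wells without cells with DMSO; values of inactives mirror those of a sister screen read the other way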
Target sequence (P35372 whole entry, looked up): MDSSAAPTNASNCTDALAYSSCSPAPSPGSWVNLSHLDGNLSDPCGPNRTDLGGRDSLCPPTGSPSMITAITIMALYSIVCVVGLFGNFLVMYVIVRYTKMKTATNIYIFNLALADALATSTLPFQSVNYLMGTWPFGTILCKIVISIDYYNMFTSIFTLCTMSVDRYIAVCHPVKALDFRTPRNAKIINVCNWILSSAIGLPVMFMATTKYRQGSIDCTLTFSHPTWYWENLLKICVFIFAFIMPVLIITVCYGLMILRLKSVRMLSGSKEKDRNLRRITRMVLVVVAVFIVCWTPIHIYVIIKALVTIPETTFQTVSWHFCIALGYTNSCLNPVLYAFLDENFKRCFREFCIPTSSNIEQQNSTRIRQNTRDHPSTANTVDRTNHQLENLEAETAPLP
Target sequence (P41143 whole entry, looked up): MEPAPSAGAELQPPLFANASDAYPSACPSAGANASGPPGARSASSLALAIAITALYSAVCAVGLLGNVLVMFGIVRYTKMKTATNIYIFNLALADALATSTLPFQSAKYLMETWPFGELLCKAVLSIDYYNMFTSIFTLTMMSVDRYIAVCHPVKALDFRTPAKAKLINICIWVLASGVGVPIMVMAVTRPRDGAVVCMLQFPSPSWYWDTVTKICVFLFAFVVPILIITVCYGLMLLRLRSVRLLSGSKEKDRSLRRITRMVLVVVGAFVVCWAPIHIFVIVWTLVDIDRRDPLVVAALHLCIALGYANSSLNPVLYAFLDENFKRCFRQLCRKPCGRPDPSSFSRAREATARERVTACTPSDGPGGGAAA
PKA-R1A activ: PKA-R1A complex activation. PKA-R1A dissociation, Cy5-IP20 fluorescence polarization; scaled: DMSO 0%, 113 µM cGMP 100%. activation, % at 11.4 µM. actives 0.083% (n = 340,000);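 active = percent activation above the mean of all tested compounds plus 3 SD, cut at about 19% in these data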;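 also: higher means more PKAc released from R1A so a rise in polarization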
PfHsp90 yeast 2: reduces growth (ATP signal) of yeast expressing P. falciparum Hsp90 | S. cerevisiae expressing PfHsp90, BacTiter-Glo ATP, 48 h; yeast lacking PDR1 and PDR3 efflux regulators | inhibition, % at 9.4 µM | actives 0.32% (n = 310,000) | AID 504621;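 active = every replicate shows inhibition above about 80%, whatever the replicate mean, limit read from the data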;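 also: 0% = DMSO neutral controls and 100% = 20 µM radicicol positive controls; yeast relying on Plasmodium falciparum Hsp90 in place of its own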
MOR-DOR ag: OPRM1-OPRD1 heterodimerization agonism; P35372+P41143; cells, luminescence; activation, % at 9.3 µM; actives 0.3% (n = 340,000); in the data active = activation above about 18%;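 also: 0% = vehicle-treated cells and 100% = reference agonist; values of inactives mirror those of a sister screen read the other way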
Mot1-301 SUMO: inhibitors of SUMOylation pathway: yeast Mot1-301 growth rescue; actives 1% (n = 320,000); growth rescue, % at 18.8 µM; AID 2716; S. cerevisiae Mot1-301 growth rescue, ATP luminescence, 38.5C; percent above DMSO median, 100 means doubled;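 active = every valid replicate shows activation above 250% relative to neutral control wells; inactive = the rest, any valid replicate at or below 250%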;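 also: OY570 slx delta 5 strain wells were the positive control but not used for scaling; some compounds called inactive have numbers as strong as hits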
HTR5A ag: HTR5A agonism, opioid heterodimer counter-screen | HTR5A agonist assay, luminescence, cell-based | P47898 | actives 0.61% (n = 340,000) | activation, % at 9.3 µM; in the data active = activation mostly above about 9.5%, no sharp cut-off; inactive = mostly below about 7.6%;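 also: 0% = cells with vehicle only and 100% = reference agonist; strong numbers were not always called active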
phage Ecoli inh: E. coli growth loss with phage present; inhibition, % at 11.9 µM; actives 0.26% (n = 360,000); growth absorbance; in the data active = inhibition above about 11%
The depositor's hits bear a star; / = no result given.

SMILES	AddAB inh	DSG3 Ab inh	HTR5A inv ctr	E coli growth	MOR-DOR inv ag	PKA-R1A activ	PfHsp90 yeast 2	MOR-DOR ag	Mot1-301 SUMO	HTR5A ag	phage Ecoli inh
O=C1CC(=O)Nc2cc(S(=O)(=O)N3CCN(c4ccc([N+](=O)[O-])cc4)CC3)ccc2N1	-0.4	80	3	-3.1	6	4	-7	-1.1	1	-1	1.6
CCc1ccnc(NC(=O)NS(=O)(=O)c2ccc(C)cc2)c1	0.6	98	/	1.6	/	/	-3	/	161	/	5.2
CC(NC(=O)CN(C)CC(=O)Nc1ccccc1Br)c1ccccc1 (centres undefined)	0.0	96	20	-2.1	4	-1	/	-1.0	5	-8	-1.1
COC(=O)c1sccc1NC(=O)c1cccnc1	-0.6	98	7	0.0	13	-26	1	-2.4	2	-5	4.1
CC(NC(=O)CCNS(=O)(=O)c1cccc2nonc12)c1ccccc1 (centres undefined)	0.3	/	-5	2.1	3	1	-27	-0.5	10	4	-0.1
Cc1ccc(C(=O)Nc2cccc(O)c2)cc1S(=O)(=O)N1CCCCCC1	3.8	102	-7	1.8	-24	-9	9	3.0	2	1	-1.4
Cc1cc(NS(=O)(=O)c2ccc(-c3ccccc3)cc2)no1	3.5	101	-15	0.5	10	-6	-16	-1.6	2	0	0.0
O=C(NC1=NCCS1)C1CCCCC1	0.1	111	6	0.0	19	16	-25	-4.1	1	-3	2.4
O=C(O)[C@@H]1CCCN1C(=O)CCc1c[nH]c2ccccc12	-1.4	113	1	-2.5	6	-1	1	-1.3	-3	0	1.0
C=CCn1c(-c2ccc([N+](=O)[O-])cc2)n[nH]c1=S	0.8	106	-7	0.1	-15	-4	4	2.8	52	2	2.1
Cc1c(C(=O)NC2CC(=O)N(c3ccc4c(c3)OCCO4)C2)cccc1[N+](=O)[O-] (centres undefined)	1.3	97	7	-0.2	26	-2	-34	-5.3	83	1	2.2
Cc1ccc(S(=O)(=O)N2[C@@H](c3ccccc3F)C(C(=O)O)=CC[C@H]2c2ccc3c(c2)OCO3)cc1	1.8	100	26	-0.7	6	-7	-8	-1.1	497*	-10	4.7
COCCNC(=O)C(=O)c1cc(C)n(-c2ccc([N+](=O)[O-])cc2)c1C	1.8	95	3	-3.9	12	-3	26	-2.4	-13	-1	4.3
O=C(c1cccs1)N1CCN(c2cccc(Cl)c2)CC1	2.7	96	-6	-1.0	4	-11	-8	-0.8	59	2	-1.6
Cc1cc(C)cc(C(=O)NCC(=O)OCC(=O)Nc2cccnc2Cl)c1	0.2	103	-10	0.8	-1	-7	7	0.1	/	-3	0.8
CCC(c1nnc(SCC(=O)NNC(=O)c2ccccc2)n1Cc1ccccc1)N(C)C (centres undefined)	4.2	97	6	2.3	14	12	11	-2.2	-19	-11	-3.0
O=S(=O)(c1cccc(Cl)c1)N1CCCC1	0.7	104	-14	-0.3	7	6	/	-1.3	62	0	/
O=C(OCc1nnc(-c2ccc(Br)cc2)o1)c1cncc(Br)c1	0.0	106	-6	-1.9	4	10	12	-0.8	11	2	0.5
CC[N+](CC)(CC)CCCCOc1ccc2c(c1)C(=O)c1cc(OCCCC[N+](CC)(CC)CC)ccc1-2	3.4	99	4	-0.2	18	0	-3	-3.5	-13	-4	5.8
CCOC(=O)CC1C(=O)NCCN1C(=O)c1sc2ccccc2c1Cl (centres undefined)	-0.6	95	2	-1.8	18	-3	-13	-3.7	-7	-1	3.9
Cc1cc(C)cc(N(C(=O)Cn2nnc(-c3ccccc3)n2)C(C(=O)NC2CCCCC2)c2ccccn2)c1 (centres undefined)	4.8	102	15	0.6	9	-13	14	-1.7	-5	-4	2.0
Cc1ccc(OCC(=O)c2ccc3c(c2)CCCC3)cc1C	2.1	99	-1	0.8	-9	-6	2	1.9	-4	1	2.2
CC1(c2nnc(-c3ccncc3)o2)CC(c2ccc(Cl)cc2)=NO1 (centres undefined)	2.3	103	-1	2.7	-6	3	10	1.0	-3	1	1.7
COc1ccc(C(CNC(=O)c2cc3c(s2)CCCC3)N2CCOCC2)cc1 (centres undefined)	-0.4	105	-14	-0.1	15	-12	7	-2.2	-8	3	-0.1

An excerpt from above in order of their number in DSG3 Ab inh, lowest first.
smiles | DSG3 Ab inh
O=C1CC(=O)Nc2cc(S(=O)(=O)N3CCN(c4ccc([N+](=O)[O-])cc4)CC3)ccc2N1 | 80
COCCNC(=O)C(=O)c1cc(C)n(-c2ccc([N+](=O)[O-])cc2)c1C | 95
Cc1ccc(S(=O)(=O)N2[C@@H](c3ccccc3F)C(C(=O)O)=CC[C@H]2c2ccc3c(c2)OCO3)cc1 | 100

Next records.
SMILES	AddAB inh	DSG3 Ab inh	HTR5A inv ctr	E coli growth	MOR-DOR inv ag	PKA-R1A activ	PfHsp90 yeast 2	MOR-DOR ag	Mot1-301 SUMO	HTR5A ag	phage Ecoli inh
CSc1nc2c(c(C(F)(F)F)n1)CC(C)CC2 (centres undefined)	0.2	105	7	-0.8	19	-13	-3	-3.9	-17	-3	3.4
O=C(NCc1ccncc1)c1ccc(NS(=O)(=O)c2ccc(F)cc2)cc1	-0.4	105	-16	1.9	-68	-12	16	17	8	-4	1.8
CCOC(=O)c1c(NC(=O)CN2CCCCC2)sc2c1CCCC2O (centres undefined)	0.6	99	-15	0.3	-57	-8	0	11	-27	5	1.6
COc1cc2c(cc1OC)C(C)N(C(=O)Nc1ccccc1)CC2 (centres undefined)	-1.3	104	-12	-1.9	6	11	-15	-1.4	6	3	-0.4
CCN(CC(=O)Nc1c(F)cccc1F)C(=O)c1cc(S(=O)(=O)N2CCOCC2)ccc1N1CCCC1	-4.4	103	21	-1.6	0	-1	-4	-0.1	6	2	4.0
C=CCc1cccc(C2Nc3ccccc3C(=O)N2O)c1O (centres undefined)	5.3	107	-1	4.5	16	-5	-12	-2.7	-11	0	11
CSc1cccc(NC(=O)CN(C)S(=O)(=O)c2cnc[nH]2)c1	5.1	99	-7	1.8	16	1	-7	-3.1	-8	2	0.6
O=C(CSc1ccc(-c2ccc(F)cc2)nn1)NCc1ccco1	2.4	/	-50	1.2	-9	5	/	1.5	3	19*	-0.6
COc1cccc(C(=O)N2CCN(Cc3ccccc3Br)CC2)c1	0.4	108	-2	-0.3	5	-16	4	-1.0	3	-1	1.6
Cc1nn(-c2ccccc2)c(C)c1C=O	-1.6	102	/	-2.2	/	/	/	/	-3	/	4.5
CCOC(=O)C(Sc1ncc(C#N)c(N)n1)C(C)C (centres undefined)	-2.0	100	-14	0.5	-8	0	-2	1.5	-13	1	1.3
CCOc1ccccc1C1CC(=O)Nc2cc(C)c(C)cc21 (centres undefined)	0.0	113	-7	-2.0	-26	2	32	5.0	1	-1	4.0
O=C(N/N=C1\CCS(=O)(=O)c2ccc(F)cc21)c1ccc([N+](=O)[O-])cc1	2.5	90	-3	3.4	-4	2	7	0.7	-3	-5	0.7
CCOc1ccccc1NC(=O)NCc1ccco1	0.4	104	8	1.5	15	7	-14	-2.9	-4	-6	4.2
CCCCc1cc(=O)oc2c(C)c(OCc3nn[nH]n3)ccc12	2.1	/	-5	-0.2	12	-6	-15	-2.5	250	2	0.4
CCOC(=O)c1ccc(NC(=O)C(=O)NCCc2ccc(OC)cc2)cc1	0.0	100	-13	1.0	5	-2	-2	-0.9	-3	5	4.0
CC(C)c1nc(Cl)c(C#N)c2c1CCC2	-1.0	112	1	2.1	11	4	1	-2.0	0	2	2.1
CC(=O)Nc1ccc(S(=O)(=O)N2CCNC(=O)C2)cc1	-1.9	96	-3	-2.5	0	-9	/	-0.1	0	1	2.9
CCC(=O)Oc1ccc(NC(=O)c2ccco2)cc1	2.2	112	13	-1.1	6	2	/	-1.3	29	3	3.2
Cc1ccc(C(C)C)c(OCCCN2CC(C)OC(C)C2)c1 (centres undefined)	0.2	100	-13	-0.8	-18	7	13	3.1	276	-7	-0.4
Cc1ccc(CN2CCN(Cc3ccc(Oc4ncccn4)cc3)CC2CCO)cc1 (centres undefined)	-3.5	92	-12	3.1	-5	-3	6	1.0	-12	2	2.7
FC(F)(F)c1ccc(Oc2ccccc2Cl)nc1	4.2	87	-1	0.4	6	0	5	-1.2	3	1	2.2
Cc1ccc(S(=O)(=O)CCN2CCN(c3ccccn3)CC2)cc1	0.9	/	13	1.5	12	8	-2	-2.5	-4	0	2.1
COc1ccc(CCNC(=O)CCC(=O)N2CCN(S(=O)(=O)c3ccccc3)CC2)cc1OC	0.3	91	-27	1.9	7	-2	/	-1.3	26	4	1.6
CNC(=O)c1ccc(-c2cc(C(F)(F)F)nn2C)s1	4.3	95	/	3.6	/	/	/	/	-12	/	2.8
O=C(CN1C(=O)c2ccccc2S1(=O)=O)NCc1ccccc1	3.4	103	13	1.9	8	13	-55	-1.6	-17	3	1.6
CC(C)Nc1ccc(Nc2ccnc3cc4ccccc4cc23)cc1	5.0	139	-4	4.8	-52	-1	-6	9.9	183	1	8.9
O=C(NCC[C@@H]1C[C@@H]2C=C[C@H]1C2)c1cc(COc2ccc(F)cc2F)on1	0.8	97	3	-1.0	-14	7	2	2.6	183	3	1.0
Cc1cccc(C)c1N(CC(=O)N/N=C/c1cc(Br)c(C)o1)S(C)(=O)=O	3.4	93	-20	1.9	-6	-1	-19	1.0	11	-1	4.6
Cc1ccc2nc(-c3cc(N)cc(N)c3)oc2c1	1.3	102	-6	-0.9	16	-7	-16	-2.5	-9	3	2.3
O=C(Nc1ccc2ccccc2c1)/C(=C\c1ccc2c(c1)OCO2)NC(=O)c1ccco1	1.7	107	15	2.4	11	-10	35	-1.8	6	-6	4.7
CC(CNC(=O)c1ccc(-c2ccccc2)cc1)CN(C)C (centres undefined)	0.6	104	-6	-0.7	3	9	-7	-0.6	-20	-2	1.1
COc1ccc(CCNC(=O)COC(=O)Cc2ccc(OC)cc2)cc1	1.3	102	9	1.2	11	1	5	-2.1	61	-4	2.6
O=C(Nc1cc(C(F)(F)F)ccc1N1CCOCC1)c1ccccc1F	1.5	91	-4	2.5	-23	1	23	4.2	-11	1	-1.0
Cc1ccc2nc(N3CCN(C=O)CC3)nc(-c3ccccc3)c2c1	-2.0	94	5	0.2	5	-5	-43	-0.9	-14	-2	1.3
O=c1cc(N2CCc3ccccc32)[nH]c(=O)n1Cc1ccc(F)cc1	2.3	127	-4	-3.7	2	4	-31	-0.4	7	-5	0.6
COc1ccccc1Nc1ncccc1[N+](=O)[O-]	2.6	106	-3	-1.8	1	-3	-8	-0.1	241	1	2.4
CN(C(=O)CSc1nc2ccccc2c(=O)n1-c1ccccc1F)C1CCS(=O)(=O)C1 (centres undefined)	-0.7	95	2	1.1	17	8	-5	-3.4	-1	-1	3.2
CCOC(=O)C1=C(C)NC(C)=C(C(=O)OCC)C1c1ccco1	-1.1	116	-7	-0.1	-2	-1	-22	0.5	-3	-3	1.8
Cc1cc(-c2ccc(C(C)C)c(S(=O)(=O)Nc3cc(C)on3)c2)on1	4.0	102	-26	2.7	17	-12	17	-3.1	-12	6	0.5

Marked active in Mot1-301 SUMO, among the entries above:
canonical_smiles	AddAB inh	DSG3 Ab inh	MOR-DOR inv ag	PKA-R1A activ	PfHsp90 yeast 2	MOR-DOR ag	Mot1-301 SUMO	phage Ecoli inh
Cc1ccc(S(=O)(=O)N2[C@@H](c3ccccc3F)C(C(=O)O)=CC[C@H]2c2ccc3c(c2)OCO3)cc1	1.8	100	6	-7	-8	-1.1	497*	4.7

Screening results from PubChem BioAssay.

Not a hit list; about 3.2% have a hit in one of these screens.
